TRb SRC2 PPI: disrupts binding of human TR beta to SRC2. P10828. TRbeta-SRC2 peptide binding, fluorescence polarization; receptor liganded with 1 µM T3. Potency, µM (doses to about 106 µM), for the others: top-dose activity change, negative = inhibition, usual class: inhibitors. hit rate 0.065% among 280,000. AID 1469;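 note: plate controls were bound peptide for no effect and peptide without receptor for full effect; nearly all actives have a fitted effect of over 50% in size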
Target sequence (P10828 whole entry, looked up): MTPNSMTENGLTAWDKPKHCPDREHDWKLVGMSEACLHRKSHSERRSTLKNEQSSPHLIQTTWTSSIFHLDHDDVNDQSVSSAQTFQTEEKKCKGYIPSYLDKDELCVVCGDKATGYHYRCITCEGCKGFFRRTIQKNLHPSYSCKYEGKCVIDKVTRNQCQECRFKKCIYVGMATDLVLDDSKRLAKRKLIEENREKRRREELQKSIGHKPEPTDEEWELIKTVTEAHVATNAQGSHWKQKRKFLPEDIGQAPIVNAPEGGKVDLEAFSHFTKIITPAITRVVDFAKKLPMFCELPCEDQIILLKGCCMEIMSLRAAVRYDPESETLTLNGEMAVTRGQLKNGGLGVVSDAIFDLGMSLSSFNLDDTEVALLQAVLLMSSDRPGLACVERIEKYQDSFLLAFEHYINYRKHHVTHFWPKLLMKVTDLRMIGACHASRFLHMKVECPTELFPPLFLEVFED
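Fluorescence polarization of 20 nM Texas Red SRC2 peptide (20-aa NR interaction domain) bound to 0.6 uM human TRb ligand-binding domain, with 1 uM T3, after 5 hr at ambient temperature; inhibition seen as decreased polarization.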
TexasRed fluor: alters Texas Red total fluorescence, flagging assay interference | TRb/SRC2 Texas Red total fluorescence interference | Potency, µM (doses to about 106 µM), for inactives: at the top dose fluorescence change, negative = quenching | hit rate 0.29% among 280,000; active = well fitted curve in either direction with a large enough effect; inconclusive = small, poorly fitted or top-dose-only effect
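Flags fluorescent or light-absorbing compounds by total fluorescence, S + 2P, at 555 nm excitation and 632 nm emission. Mixture: 20 nM Texas Red SRC2 peptide, 0.6 uM human TRb LBD, 1 uM T3, 5% DMSO; compound exposure 5 h at ambient temperature.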
GAA glycogen mod: GAA glycogen-cleavage inhibition or activation; P10253; recombinant GAA, glycogen substrate, Amplex Red glucose oxidase fluorescence; Potency, µM (highest dose often 76.4 µM), for inactives: at the top dose activity change, negative = inhibition, hits mostly inhibitors; hit rate 0.38% among 300,000; AID 2100;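 note: 0% = full enzyme reaction and -100% = no-enzyme basal signal; the screen sought inhibitors and activators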
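Recombinant enzyme (4 nM final) with compounds titrated up to 77 uM and bovine liver glycogen (30 ug) in citrate pH 5.0, 0.01% Tween-20, 37 C 40 min. Released glucose detected by Amplex Red/glucose oxidase (Ex 573/Em 610); AC50 from Hill fits.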
The depositor's hits bear a star; ? = inconclusive; . = no result given; & = joins results of further samples; [ ] = remark or other dose. Unless noted, calls come from the whole dose curve; as a rule, active = well fitted curve in the direction sought with a large enough effect; inconclusive = small, poorly fitted or top-dose-only effect, or another doubt; inactive = no such curve, though single readings can be large; an effect the other way counts as inactive or inconclusive. Unless noted, % is set by controls: 0 for no effect and ±100 for the full control effect; potency is the fitted concentration of half-maximal effect. Not all compounds are listed (hit frequency here may not be typical).

SMILES	TRb SRC2 PPI	TexasRed fluor	GAA glycogen mod
O=C(Nc1nc2ccc(F)cc2s1)c1nc(S(=O)(=O)Cc2ccccc2)ncc1Cl	-2.3%	-1.4%	-1.7%[76.3 µM]
Cc1ccc2c(=O)cc(C(=O)Nc3sc4c(c3C(=O)NCc3ccco3)CCC4)oc2c1C	-2.6%	2.2%	16.9%[76.3 µM]
COCCCNC(=O)CCCn1c(=O)c2cccn2c2ccccc21	4.8%	-26.0%	11.9%[76.3 µM]
COc1cc(-c2noc(-c3cc4cccc(C)c4oc3=O)n2)cc(OC)c1OC	3.6%	-2.2%	?
CCn1c(=O)c2sccc2n2c(CCC(=O)NCc3ccc(Cl)cc3)nnc12	3.8%	9.1%	-3.7%[76.3 µM]
Cc1cc(C)cc(N2CCn3c2nc2c3c(=O)n(CCCc3ccccc3)c(=O)n2C)c1	0.2%	-0.2%	16.3%[76.3 µM]
CC(C)Cn1c(=O)c2sccc2n2c(CCCC(=O)Nc3ccc(Cl)cc3)nnc12	-10.0%	-1.1%	13.5%[76.3 µM]
COc1ccc(S(=O)(=O)N(CCc2ccccc2)CC(=O)Nc2cc(C)ccc2C)cc1	7.7%	4.7%	7.2%[76.3 µM]
COc1ccc(-c2cn3c(n2)sc2cc(C(=O)NCC(C)c4ccccc4)ccc23)cc1 (stereo unspecified)	-2.2%	-0.9%	-12.6%[76.3 µM]
O=C(Nc1noc2ccccc12)c1c(F)cccc1F	-6.6%	0.8%	-4.8%[76.3 µM]
CCc1nn(CC(=O)NCCCc2ccccc2)c(=O)c2cc3c(OC)cccc3n12	7.3%	-9.0%	1.9%[76.3 µM]
CCOc1ccc(CCn2c3c(c(=O)[nH]c2=O)C(NC(=O)c2cccc(F)c2)(C(F)(F)F)C(=O)N3)cc1OCC (stereo unspecified)	3.6%	?	-25.2%[76.3 µM]
O=C(c1ccc2c(c1)N(Cc1ccc(Cl)cc1)C(=O)c1ccccc1S2=O)N1CCN(c2ccccc2F)CC1 (stereo unspecified)	-2.7%	1.8%	-8.4%[76.3 µM]
Cc1ccc(CNC(=O)c2nc(-c3ccc(Cl)cc3)n3c2CCCCC3)cc1	6.2%	-14.1%	5.0%[76.3 µM]
CC(C)COc1ccc(C(=O)N(Cc2cccc(F)c2)C2CCS(=O)(=O)C2)cc1 (stereo unspecified)	-5.3%	-2.7%	-6.8%[76.3 µM]
CCOc1cccc(CNCCCSc2nnnn2C)c1	-3.1%	?	12.0%[76.3 µM]
Cc1cccc(NC(=O)CCS(=O)(=O)c2cc(Br)cc3c2N(C(=O)C2CC2)CC3)c1C	3.3%	0.8%	-4.2%[76.3 µM]
COc1cccc(NC(=O)C(CCSC)NC(=O)C2CCC(C)CC2)c1 (stereo unspecified)	-5.4%	-1.8%	-2.0%[76.3 µM]
COc1cccc(C(=O)Nc2ccc(Cl)c(-c3nc4ccccc4[nH]3)c2)c1	8.0%	5.8%	-3.7%[76.3 µM]
Cc1ccc(Cl)cc1N1CCN(C2(c3ccccc3)C(=O)c3ccccc3C2=O)CC1	-1.9%	-2.1%	3.6%[76.3 µM]
CCCCNC(=O)CC1N=C2c3ccccc3N=C(SCC(=O)NCc3ccccc3Cl)N2C1=O (stereo unspecified)	-2.8%	-2.3%	-13.9%[76.3 µM]
Cc1ccc(NC(=O)c2ccc3c(O)c(S(=O)(=O)c4ccc(Cl)cc4)c(=O)[nH]c3c2)cc1	5.9%	-1.4%	-6.6%[76.3 µM]
Cc1ccccc1OCC(=O)Nc1ccc2oc(-c3ccc(F)cc3)nc2c1	-22.4%[53 µM]	?	-10.1%[76.3 µM]
COc1ccc(C)cc1NC(=O)CN(c1ccccc1)S(=O)(=O)N(C)C	5.5%	6.2%	13.4%[76.3 µM]

Molecules listed so far that have an NH in an aromatic ring, in the order listed:
SMILES	TRb SRC2 PPI	TexasRed fluor	GAA glycogen mod
CCOc1ccc(CCn2c3c(c(=O)[nH]c2=O)C(NC(=O)c2cccc(F)c2)(C(F)(F)F)C(=O)N3)cc1OCC (stereo unspecified)	3.6%	?	-25.2%[76.3 µM]
COc1cccc(C(=O)Nc2ccc(Cl)c(-c3nc4ccccc4[nH]3)c2)c1	8.0%	5.8%	-3.7%[76.3 µM]
Cc1ccc(NC(=O)c2ccc3c(O)c(S(=O)(=O)c4ccc(Cl)cc4)c(=O)[nH]c3c2)cc1	5.9%	-1.4%	-6.6%[76.3 µM]

(next part)
SMILES	TRb SRC2 PPI	TexasRed fluor	GAA glycogen mod
CC(C)CC(NC(=O)C1CCC(C)CC1)C(=O)OCC(=O)c1ccc(Cl)cc1 (stereo unspecified)	8.4%	-3.1%	4.2%[76.3 µM]
O=S(=O)(c1ccc(-n2cnnn2)cc1)N1CCN(c2cccc(C(F)(F)F)c2)CC1	-1.3%	0.5%	15.6%[76.3 µM]
COc1ccc(NC(=O)C(C)N2Cc3ccccc3C2=O)cc1OC (stereo unspecified)	1.6%	1.4%	-5.0%[76.3 µM]
COc1ccc(CN2COc3ccc4c(-c5ccccc5)cc(=O)oc4c3C2)cc1	6.0%	10.7%	-1.3%[76.3 µM]
COc1ccc(-c2nsc(NC(=O)c3oc4ccc(Cl)cc4c3C)n2)cc1	-0.5%	-0.1%	19.6%[76.3 µM]
O=C(NCCCN1CCN(c2ccccc2F)CC1)c1nnc(Cc2ccc(Cl)cc2Cl)o1	5.3%	0.5%	-15.2%[76.3 µM]
CCOC(=O)c1ccccc1NC(=O)c1sc2ccccc2c1Cl	-2.8%	2.9%	-4.3%[76.3 µM]
CCN(C(=O)Cn1c(=O)oc2cc(S(=O)(=O)N3CCCCC3)ccc21)c1ccccc1	-0.5%	-19.8%	9.1%[76.3 µM]
CCc1ccc(NC(=O)c2sc3nc(C)cc(C)c3c2NC(=O)c2ccccc2)cc1	1.8%	-12.5%	13.7%[76.3 µM]
CC(=O)Nc1ccccc1-c1nc2ccccc2n(CC(=O)Nc2cccc(C(F)(F)F)c2)c1=O	4.5%	-1.9%	-4.2%[76.3 µM]
CCc1ccc2oc(-c3ccc(NC(=O)c4cc5ccccc5o4)cc3)nc2c1	0.5%	3.9%	-4.8%[76.3 µM]
COc1ccc(OC)c(CCNC(=O)C(C)n2c(C)c3cnn(-c4ccccc4)c(=O)c3c2C)c1 (stereo unspecified)	-2.6%	-1.2%	1.7%[76.3 µM]
Cc1ccccc1NC(=O)c1c(C)oc2ccc(O)c(CN3CCCCCC3)c12	-3.9%	-12.2%	7.8%[76.3 µM]
CCN(c1ccc(Cl)cc1)S(=O)(=O)c1nnc(NC(=O)c2ccccc2C)s1	-2.6%	0.2%	1.7%[76.3 µM]
Cc1cc(C)cc(Nc2ncnc3c2nc2n3CCCC2)c1	2.9%	?	8.5%[76.3 µM]
O=C(Cn1c(=O)n(Cc2ccc(C(=O)NCc3ccccc3Cl)cc2)c(=O)c2ccccc21)Nc1ccc(F)cc1	1.6%	-1.4%	5.3%[76.3 µM]
Cc1ccc(NC(=O)c2ccc3oc(=O)c(S(=O)(=O)c4ccccc4)cc3c2)cc1C	6.1%	-6.2%	16.4%[76.3 µM]
CCOC(=O)c1c(NC(=O)C(C)Oc2ccc(Cl)c(C)c2)sc2c1CCCC2 (stereo unspecified)	6.1%	-8.1%	6.8%[76.3 µM]
CC(C)(C)C(=O)Nc1nc2nc(-c3ccccc3)cc(=O)n2[nH]1	6.0%	-1.7%	15.0%[76.3 µM]
CN(CC(=O)Nc1cccc(Cl)c1)S(=O)(=O)c1ccc2[nH]c3c(c2c1)CCCC3	0.2%	2.9%	9.3%[76.3 µM]
CCc1ccccc1NC(=O)C1CCN(C(=O)N2CC(C)Oc3ccc(Cl)cc32)CC1 (stereo unspecified)	1.9%	6.0%	?
CCC(C(=O)Nc1cc(OC)ccc1OC)n1c(C)c2cnn(-c3ccccc3)c(=O)c2c1C (stereo unspecified)	3.9%	-3.2%	-3.8%[76.3 µM]
CC1=C(C(=O)Nc2ccccc2Br)C2(CCC(C)CC2)OC1=O (stereo unspecified)	0.4%	-24.3%	9.5%[76.3 µM]
Cc1ccccc1-n1c(SCC(=O)Nc2ccc(Cl)cc2Cl)nc(O)cc1=O	0.0%	-2.0%	-2.4%[76.3 µM]
O=C(c1ccc2c(c1)N(Cc1ccccc1)C(=O)c1ccccc1S2(=O)=O)N1CCN(c2ccccn2)CC1	-0.8%	-1.5%	-12.2%[76.3 µM]
Cc1ccc(NC(=O)C2CCCN(S(=O)(=O)c3c(C)n[nH]c3C)C2)cc1Cl (stereo unspecified)	4.2%	-1.5%	-8.5%[76.3 µM]
Cc1oc(-c2ccccc2Cl)nc1CS(=O)(=O)CC(=O)NCc1ccc(F)cc1	-5.5%	0.1%	10.8%[76.3 µM]
CC(C)c1ccc(NC(=O)c2ccc3c(c2)CCN3S(=O)(=O)c2ccccc2)cc1	-6.4%	-0.1%	-6.9%[76.3 µM]
Cc1cccc(N2CCN(c3nc4ccccc4c4nc(-c5ccccc5)nn34)CC2)c1C	-1.9%	3.6%	11.8%[76.3 µM]
COc1ccc(CC(=O)Nc2c(C(=O)Nc3ccccc3F)oc3ccccc23)cc1	?	16.2%	12.1%[76.3 µM]
CCOC(=O)c1ccc(NC(=O)CCC(=O)N2CCSc3ccccc32)cc1	6.0%	0.4%	-13.9%[76.3 µM]
COc1ccc(OC(C)c2nc3ccccc3[nH]2)cc1 (stereo unspecified)	2.7%	-1.4%	-11.9%[76.3 µM]
COCCCNC(=O)Cn1cnc2sc(C)c(S(=O)(=O)N3CCC(C)CC3)c2c1=O	-3.6%	-2.6%	2.9%[76.3 µM]
CCC(=O)N1CCc2cc(Br)cc(S(=O)(=O)NCCc3ccc(OC)c(OC)c3)c21	2.9%	-1.6%	10.3%[76.3 µM]
COC(=O)c1ccccc1NC(=O)CCS(=O)(=O)c1nc(-c2ccc3c(c2)OCO3)cc(C(F)(F)F)n1	6.1%	-3.4%	1.0%[76.3 µM]
CCCN(CCC)CCCNC(=O)Cn1ncc2c3ccccc3n(Cc3ccccc3F)c2c1=O	7.9%	1.0%	-6.1%[76.3 µM]
Cc1ccccc1Cc1c(C)nc2nc(SCC(=O)NC(C)c3ccccc3)nn2c1C (stereo unspecified)	-2.9%	0.3%	-0.1%[76.3 µM]
CCC(Oc1ccccc1)C(=O)Nc1ccc2oc(-c3ccc(OC)cc3)nc2c1 (stereo unspecified)	1.6%	8.1%	-0.7%[76.3 µM]
CS(=O)(=O)N1CCc2cc(C(=O)Nc3ccc(S(N)(=O)=O)cc3)ccc21	-3.2%	-1.9%	14.9%[76.3 µM]
CC(C)Oc1ccc(C(=O)Nc2c(C(=O)Nc3cccc(F)c3)oc3ccccc23)cc1	-13.8%	0.7%	1.6%[76.3 µM]
COc1cc(C2Nc3ccccc3-c3nnc(SCc4ccc(Cl)cc4)nc3O2)ccc1OCC(=O)O (stereo unspecified)	5.0%	-1.6%	-20.4%[76.3 µM]
COc1cccc(NC(=O)c2csnn2)c1	-5.8%	?	-4.0%[76.3 µM]
CCc1ccc(C(=O)CC2(O)C(=O)N(CCc3ccccc3)c3ccc(Cl)cc32)cc1 (stereo unspecified)	-1.0%	-1.0%	6.9%[76.3 µM]
CC(=O)c1cccc(NC(=O)N2CCC(CN3CCCCC3)CC2)c1	-0.1%	-19.0%	7.1%[76.3 µM]
COc1cc(C(=O)Nc2nnc(CC(C)(C)C)s2)cc(OC)c1OC	3.8%	-0.8%	-3.6%[76.3 µM]
O=C(NC1CCN(Cc2ccccc2)CC1)c1ccc(Cn2c(=O)c3ccccc3n(Cc3ccc(Cl)cc3)c2=O)cc1	3.1%	-15.8%	6.0%[76.3 µM]
CC(C)CN(CCCNC(=O)CN1C(=O)COc2ccc(S(=O)(=O)N3CCCCCC3)cc21)CC(C)C	-3.3%	0.2%	2.0%&-13.2%[76.3 µM]
COc1ccc(C2=C(C)C(=NCCCN3CCN(c4cc(Cl)ccc4C)CC3)NS2(=O)=O)cc1	-2.7%	-2.6%	-0.7%[76.3 µM]
Cc1oc(-c2ccccc2F)nc1CS(=O)(=O)CC(=O)NCCc1ccc(Cl)cc1	-4.7%	-0.6%	-2.0%[76.3 µM]
CCCCCn1c(=O)[nH]c2cc(C(=O)N3CCN(c4cccc(C)c4)C(C)C3)ccc2c1=O (stereo unspecified)	1.6%	-1.5%	17.0%[76.3 µM]
Cc1ccc(CNC(=O)CCn2ccc3cc(S(=O)(=O)N4CCCC4)ccc32)cc1	-5.0%	0.5%	-9.3%[76.3 µM]
Cc1cc(C)c(S(=O)(=O)NCCc2cc3cc(C)c(C)cc3[nH]c2=O)c(C)c1	-12.4%	-0.8%	2.1%[76.3 µM]
CCc1ccccc1NC(=O)CN1C(=O)c2ccccc2Sc2ncccc21	8.8%	-1.8%	.

From PubChem BioAssay
